DSG3 Ab inh = inhibitors of pemphigus antibody binding to human desmoglein-3 | P32926 | DSG3-coupled beads, scFv-anti-DSG3-GFP binding, flow cytometry; active compounds read low | binding (percent of control), % at 10 µM | 310,000 compounds, 0.48% hits;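 active = binding more than 3 SD below its plate's average and above zero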;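 note: hits lower antibody fragment binding to DSG3; some compounds called inactive have numbers as strong as hits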
Arrestin-AP2 inh = inhibitors of human beta-arrestin and AP2 interaction; 340,000 compounds, 0.31% hits; inhibition, % at 10 µM; FITC-arrestin peptide / GST-AP2 beads, flow cytometry; AP2 beta2 appendage carries R879A mutation;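 active = inhibition above a set limit, near 3 SD of compounds lacking own fluorescence, cut at about 54% in these data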;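 note: plate controls were DMSO wells for no effect and 5 µM unlabelled arrestin peptide for full effect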
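Test system: GST-tagged AP2 beta2-adaptin appendage (R879A) on 4 µm glutathione beads; also added: fluorescein-tagged arrestin peptide at 50 nM final; timing: 12 min plus 1 h, RT; signal: flow cytometry, FL1 (488/535 nm); read-out: percent drop in bead-associated FITC signal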
NSD2 inh = blocks human histone methyltransferase NSD2 | O96028 | inhibition, % at 12.5 µM | NSD2 peptide methylation, AlphaScreen, 120 min | 310,000 compounds, 0.54% hits; in the data active = inhibition above about 50%
C-LANA FP = inhibitors of KSHV LANA C-terminal domain DNA binding; MBP-C-LANA/FAM-LBS DNA binding, fluorescence polarization; inhibition, % at 9 µM; 340,000 compounds, 0.078% hits;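 active = highest replicate inhibition at or above 60% at 9 µM, even if other replicates fall short; inactive = all replicates below 60% inhibition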;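 note: 0% = neutral control wells and 100% = 4 µM acridine orange control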
DAGLB inh = blocks human DAGLB lipase activity; Q8NCG7; 340,000 compounds, 0.059% hits; AID 504411; inhibition, % at 5.17 µM; HEK293T DAGLB membrane lysate, EnzChek fluorogenic substrate; in the data active = inhibition above about 34%;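 note: 0% = enzyme with vehicle and 100% = wells lacking enzyme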
CAL PDZ FP-1 = blocks peptide binding to human CAL PDZ domain. Q9HD26. purified CAL PDZ, TMR-peptide fluorescence polarization, 1 h. inhibition, % at 20 µM. 330,000 compounds, 0.02% hits. AID 504414;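 active = highest replicate inhibition of at least 40%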;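 note: plate controls were DMSO neutral control wells for no effect and unlabeled competitor peptide control wells for full effect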
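Control set: unlabelled peptide and DMSO controls / Material: purified CerCALP PDZ construct / Timing: 1 h incubation at room temperature before polarization reading / Doses: 20 µM, one dose / Detection: fluorescence polarization (mP)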
Cardiac RTF inh = cardiac RTF calcium desensitization; P19429+P45379; IANBD-labeled cardiac RTF, Ca2+ fluorescence; inhibition, % at 7.15 µM; 340,000 compounds, 0.12% hits;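 active = inhibition above the mean inhibition of all tested compounds plus 3 SD, cut at about 17% in these data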;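 note: assay run at fixed EC70 calcium of 1.6 mM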
CAL PDZ FP-2 = CAL PDZ (human) peptide binding inhibition. Q9HD26. purified CAL PDZ, TMR-peptide fluorescence polarization, 1 h. inhibition, % at 24.9 µM. 300,000 compounds, 0.92% hits. AID 602252;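 active = mean inhibition of at least 30% with at least half of replicates also reaching 30%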;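 note: 0% = DMSO neutral control and 100% = excess unlabeled competitor peptide PRC23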
Keap1 Nrf2 FP = inhibitors of human Keap1-Nrf2 protein-protein interaction. Keap1 Kelch-Nrf2 peptide fluorescence polarization, 1536-well. AID 504523. inhibition, % at 9.4 µM. Q14145. 340,000 compounds, 0.15% hits; in the data active = inhibition above about 12%;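 note: human Keap1 Kelch domain with fluorescein labeled Nrf2 9mer peptide probe; 0% = neutral control wells and 100% = peptide positive control; higher means more block of Keap1 binding to Nrf2 peptide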
V-ATPase pH = yeast V-ATPase proton transport regulation by pHLuorin. S. cerevisiae, pHLuorin cytosolic pH fluorescence. response, % at 10 µM. 350,000 compounds, 0.37% hits. AID 504577; in the data active = response mostly above about 7.3%, no sharp cut-off; inactive = mostly below about 5.4%; note: actives read high; inactives centre near 0; some compounds called inactive have numbers as strong as hits
* marks the source's active call; other numbers are inactive results; nt = no result given. Only part of the results is shown, so the mix of outcomes need not match the whole.

SMILES	DSG3 Ab inh	Arrestin-AP2 inh	NSD2 inh	C-LANA FP	DAGLB inh	CAL PDZ FP-1	Cardiac RTF inh	CAL PDZ FP-2	Keap1 Nrf2 FP	V-ATPase pH
O=[N+]([O-])c1cccc(-c2ccc(/C=N/n3c(-c4ccccc4)n[nH]c3=S)o2)c1	96	-1	-3	0.4	2	-0.1	9	-1	-2	-3
CSCCC(NC(=O)C1CCCCC1)c1nc2ccccc2[nH]1 (stereo not given)	95	-4	0	nt	nt	nt	nt	nt	nt	-2
CCCSc1cc(=O)n(-c2ccccc2)nc1C(=O)OCC	103	2	0	1.2	-2	-2.4	-4	nt	-4	-1
CCOC(=O)c1ccccc1NC(=O)c1nc2nccc(C)n2n1	101	98*	-1	-0.9	0	-0.8	-18	-3	0	2
COC(=O)c1c(NC(=O)CSc2nnnn2C)sc(C)c1C	99	-2	-4	1.6	-1	-3.2	-2	0	-4	-3
COCCNc1ccc(-c2nn(C)c(=O)c3ccccc23)cc1[N+](=O)[O-]	91	45	-4	-0.3	1	-0.2	-1	0	2	-3
CCOc1ccccc1NC(=O)CSc1nnc(CCC(=O)Nc2ccccc2F)n1C	106	27	1	-2.1	0	-1.1	-9	-5	0	4
CCOc1ccccc1C(=O)NC1CCN(CC(=O)Nc2cc(OC)ccc2OC)CC1	101	33	6	-0.2	0	0.1	3	0	-3	1
C=CCC1(CC=C)CCCN1C(=O)Cn1nnnc1CN(C)C(C)C	113	30	-3	0.1	-4	0.2	1	-24	2	-2
CC1(C)Cc2c(c(N3CCCCC3)[nH]c(=S)c2C#N)CS1	99	3	1	-0.7	-1	-0.5	2	-1	-4	-2
COc1nccnc1NS(=O)(=O)c1ccc(NC(=S)NC(=O)c2cccc(F)c2)cc1	96	-2	14	1.6	6	-0.9	-3	-9	-1	1
CS(=O)(=O)c1ccc(-c2nnn(CC(=O)N3CCCCC3)n2)cc1	96	2	1	0.0	-1	-0.2	-3	-3	-1	2
O=C(c1cc(Cl)ccc1F)N1CCCC(Nc2ccc3c(c2)OCCO3)C1 (stereo not given)	102	-4	7	-0.4	1	0.5	-2	37*	0	-2
CCn1c(-c2ccc(F)cc2)n[nH]c1=S	nt	9	1	1.6	3	-5.0	-8	17	3	2
CN(C(=O)COC(=O)c1ccc2c(c1)OCCO2)c1ccccc1	99	6	nt	0.5	0	-2.2	9	0	-1	0
CC(=O)N1CCC2(CC1)C(C#N)=C(N)Oc1n[nH]c(CSc3ccc(C)cc3)c12	100	5	0	1.0	0	-1.2	-2	nt	-1	5
CN(C)c1ncnc2[nH]ncc12	125	2	nt	2.0	0	-4.6	-1	-5	-6	6
O=C(Nc1ccc2c(c1)OCCO2)C1CCCN1S(=O)(=O)c1ccc(Cl)cc1 (stereo not given)	nt	31	10	-1.0	-8	0.6	11	-3	0	-3
COC(=O)c1ccc(C)c(NC(=O)Cc2coc3cc(OC)ccc23)c1	100	5	0	0.5	-2	-2.7	-1	6	-3	nt
CC1CN(S(=O)(=O)c2cccc(C(=O)Nc3ccccc3N3CCCCC3)c2)CC(C)O1 (stereo not given)	94	4	2	1.4	-5	0.2	-9	-1	1	3
Cc1cc(-c2ccc(F)cc2)nc2cc(C(N)=O)nn12	88	0	3	1.5	0	2.1	-4	-2	0	2
Cc1cc(C)nc(NS(=O)(=O)c2ccc(NC(=O)c3ccccc3[N+](=O)[O-])cc2)n1	105	10	-7	nt	2	0.1	1	-2	5	3
COc1cccc(N2CCN(S(=O)(=O)c3ccc4c(c3)N(C(C)=O)CCO4)CC2)c1	105	27	1	-1.0	0	-0.3	1	0	0	-1
COc1cc(C(=O)Nc2ccc3oc(-c4cccnc4)nc3c2)cc(OC)c1OC	105	-16	-3	-0.3	0	-4.7	-7	2	0	-3
COc1ccc(CCC(=O)N/N=C(\C)c2ccc3c(c2)OCO3)cc1	97	2	nt	-0.4	-5	-1.8	-2	-2	-3	-1
CCCOc1ccc2c3c(c(=O)oc2c1OCCC)CCC3	96	0	0	0.6	-17	-2.2	7	-6	0	0
CC1(C)CCC(=O)N2CC[C@H]3C[C@H](OC(=O)Nc4ccccc4)C[C@@H]1[C@H]32	100	5	nt	0.6	-1	-0.8	-8	-4	5	0
COC(=O)c1ccc(C(=O)N=c2sccn2C)cc1	101	4	1	0.0	-1	-1.0	-46	-5	-3	5
Cc1ccc(C(=O)OCC(=O)Nc2cc(F)ccc2F)cc1NC(=O)c1ccco1	98	-2	0	-0.1	0	-0.6	3	-2	-3	1
CCC[C@@H](CN1CCC[C@H]1CN1C(N)=NC[C@H]1C(C)C)N1C[C@@H](Cc2ccccc2)N(CCCC2CCCC2)C1=N	124	1	nt	0.0	0	-1.2	-9	-25	2	2
Cc1onc(-c2ccccc2)c1C(=O)N/N=C/c1ccc([N+](=O)[O-])c(O)c1	108	-8	6	-1.8	4	0.0	-4	-3	0	-4
CC(=O)c1nn(-c2ccccc2)cc1C(=O)c1cccc(Br)c1	103	11	-1	0.6	-3	0.6	6	7	4	2
COc1ccc(C(=S)Nc2ccc(N(C)C)cc2)cc1	95	27	4	-0.8	7	1.0	-15	-5	4	1
Brc1ccc(-n2c(SCc3nc4ccccc4[nH]3)nnc2-c2ccncc2)cc1	94	-3	-2	-0.2	-3	-3.4	-11	1	-8	-1
Cc1cc(Cl)c2oc(C(=O)N3CCN(C4CCS(=O)(=O)C4)CC3)c(C)c2c1 (stereo not given)	98	12	3	1.7	2	-1.9	-3	-8	-4	0
CCOC(=O)C1(C)NC(c2ccc(OC)c(OC)c2)C2C(=O)N(CC)C(=O)C21 (stereo not given)	nt	20	-1	0.1	-2	0.5	-6	-3	2	-4
COC(=O)CCc1c(C)c(C(=O)c2cc(F)c(F)c(F)c2F)c2ccccn12	106	-4	31	0.0	1	-0.1	-10	-4	-2	-1
Cc1ccc(NC(=Nc2ccc(Br)cc2)N2CCOCC2)cc1C	nt	2	nt	-0.5	-1	-1.0	-2	-3	-2	3
Cc1ccc(-c2nnn(CC(=O)N(CC(=O)NC3CCCC3)c3cnc4ccccc4c3)n2)o1	97	11	-1	0.1	0	-2.7	-15	nt	-5	-1
CC(=O)c1c[nH]c(C(=O)Nc2ccc(N3CCCCCC3)cc2)c1	101	7	10	0.5	3	0.1	-4	1	3	2

CAL PDZ FP-2, entries above that show a hit.
Structure	DSG3 Ab inh	Arrestin-AP2 inh	NSD2 inh	C-LANA FP	DAGLB inh	CAL PDZ FP-1	CAL PDZ FP-2	Keap1 Nrf2 FP	V-ATPase pH
O=C(c1cc(Cl)ccc1F)N1CCCC(Nc2ccc3c(c2)OCCO3)C1 (stereo not given)	102	-4	7	-0.4	1	0.5	37*	0	-2

Other structures.
SMILES	DSG3 Ab inh	Arrestin-AP2 inh	NSD2 inh	C-LANA FP	DAGLB inh	CAL PDZ FP-1	Cardiac RTF inh	CAL PDZ FP-2	Keap1 Nrf2 FP	V-ATPase pH
COc1ccccc1NC(=O)c1ccc2c(c1)nnn2C	103	3	0	1.8	3	-1.8	7	7	-2	-2
COc1cc(NC(=O)Cc2ccccc2)ccc1NC(=O)c1ccco1	100	24	-2	-1.0	-2	0.0	-13	7	-2	0
CCOCC(=O)Nc1cc(-c2cn3cccnc3n2)ccc1C	nt	-4	1	-2.9	-3	-0.1	8	-2	-3	-1
COc1ccc(C(C)(C)C)cc1NC(=O)CN(C)C1=NS(=O)(=O)c2ccccc21	104	nt	-7	nt	-3	nt	nt	nt	nt	1
COc1cc(S(=O)(=O)N(C)C2CCCCC2)c(C)cc1C	104	2	24	0.8	-16	0.5	5	nt	-5	1
COc1ccccc1NC(=O)CSc1nccc(-c2ccco2)n1	nt	7	-1	-0.5	-4	-0.7	5	0	-4	-4
C/C(=C\C(=O)C(F)(F)F)Nc1ccc(C)cc1	98	-2	-4	-0.4	-2	-0.2	-3	0	-1	3
COc1ccc(NC(=O)C2CCCC2)cn1	107	9	0	-2.7	-1	-3.2	0	-1	-5	5
OCCN1CCN(C2Cc3cc(Cl)ccc3Sc3ccc(Cl)cc32)CC1 (stereo not given) (tested in a mixture with another compound)	119	1	nt	2.2	-2	-3.8	-13	-1	-1	0
COC(=O)N/N=C/c1cn(CCOc2ccccc2OC)c2ccccc12	88	3	1	-0.1	6	-0.9	-2	-4	2	1
Cc1ccccc1Nc1ncc(C#N)c(N)n1	104	-2	-3	nt	nt	nt	nt	nt	nt	-1
CN1CCN(C(=O)/C(=C\c2cccs2)NC(=O)c2cccs2)CC1	114	3	10	-2.3	0	-0.7	0	0	-2	8
Cc1cccc(NC(=O)Cn2cnc3c(oc4nc5c(cc43)COC(C)(C)C5)c2=O)c1	101	28	-5	-0.1	0	-0.7	-14	4	-9	-3
CC1CCN(CCOc2ccc(OCc3ccccc3)cc2)CC1	100	10	8	-3.3	1	-1.1	4	1	-4	1
Cc1ccc2[nH]c(C)c(/C=N/Nc3nc4ccccc4s3)c2c1	99	2	0	-1.7	6	-1.9	7	-3	4	3
COc1ccc(CN2CCC3CC2c2cc(Cl)ccc23)cc1 (stereo not given)	98	0	nt	2.9	-3	-0.5	-1	-3	-5	2
CCC(C(=O)NC(C)(C)C)N(Cc1ccccc1Cl)C(=O)c1snc(C(N)=O)c1N (stereo not given)	116	9	-4	0.6	-3	0.5	-2	-2	3	-2
O=C(c1cc(COc2ccc3ncccc3c2)on1)N1CCCC1	97	16	-1	2.8	0	0.6	0	-4	-3	3
CC(=O)Oc1ccccc1C(=O)O	nt	-4	nt	3.1	-1	-0.2	2	9	5	7
CCOc1ccc(NC(=O)CCn2c(=O)[nH]c3ccsc3c2=O)cc1	101	22	8	0.4	0	-0.8	-1	-18	0	0
Cc1nn2c(nc1=O)NNC2(C)C(C)(C)C (stereo not given)	96	-6	-1	0.6	-2	-2.6	-1	-4	-2	-1
CC(=O)Nc1ccc(C2=NNC(=NCC3CCCO3)SC2)cc1 (stereo not given)	103	6	nt	-1.7	1	3.6	-25	-6	-3	-2
CC(C)C(=O)NC(c1ccccc1)c1cc([N+](=O)[O-])c2cccnc2c1O (stereo not given)	nt	1	0	1.0	25	-1.2	-27	-3	-6	-1
CCN(CC)c1nc2c(c(=O)n(C)c(=O)n2C)n1CC(=O)c1ccccc1	88	-5	0	-1.4	nt	-0.8	nt	3	4	0
CC(C)CCN1C(=O)c2ccc(C(=O)Nc3ccc(Br)cc3C(=O)O)cc2C1=O	109	34	4	0.1	9	-1.2	-4	nt	-2	-1
O=C(O)c1cc(N2CCOCC2)nc2ccccc12	102	0	-2	-1.3	-4	0.7	3	1	2	-6
O=C(COC(=O)c1c(Cl)cccc1Cl)Nc1ccccc1Br	83	-2	17	-3.3	-9	-1.5	3	-7	1	-1
O=C(CC1C(=O)NCCN1C(=O)c1ccccc1)Nc1cc(Cl)ccc1Cl (stereo not given)	nt	27	-2	-0.2	-2	-0.5	2	-1	1	0

From PubChem
